Source: PubChem BioAssay (several laboratories)
GSK3A inh = inhibitors of human GSK-3 alpha kinase; P49840; ADP-Glo luminescence, 60 min; inhibition, % at 10 µM; 0.1% of 320,000 active;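 in the data active means inhibition above about 50%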;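 further: GST-tagged GSK-3 alpha with peptide substrate and 25 µM ATP; 0% = DMSO neutral wells and 100% = GW8510 positive control wells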
Target sequence (P49840 whole entry, looked up): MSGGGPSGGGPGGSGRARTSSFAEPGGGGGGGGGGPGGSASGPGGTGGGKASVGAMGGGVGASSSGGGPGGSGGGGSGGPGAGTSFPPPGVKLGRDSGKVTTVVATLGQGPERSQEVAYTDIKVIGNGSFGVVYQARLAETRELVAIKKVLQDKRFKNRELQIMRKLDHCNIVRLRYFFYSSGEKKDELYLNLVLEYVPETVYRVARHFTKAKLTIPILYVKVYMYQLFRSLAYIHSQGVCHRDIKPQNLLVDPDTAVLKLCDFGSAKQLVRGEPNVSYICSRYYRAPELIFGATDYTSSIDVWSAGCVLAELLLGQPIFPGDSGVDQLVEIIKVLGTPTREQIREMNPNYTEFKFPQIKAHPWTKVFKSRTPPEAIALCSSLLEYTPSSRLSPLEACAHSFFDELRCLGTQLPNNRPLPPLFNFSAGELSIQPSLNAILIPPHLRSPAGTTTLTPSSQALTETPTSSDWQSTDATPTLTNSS
IEC-6 tox = IEC-6 cytotoxicity, counter-screen for KLF5 inhibitors. inhibition, % at 5 µM. 0.78% of 290,000 active. luminescence viability; in the data active means inhibition above about 22%;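 further: 0% = plate median of test compound wells and 100% = cytotoxic reference compound wells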
HSP90 inh = blocks HSP90-mediated luciferase refolding in reticulocyte lysate; Rabbit reticulocyte lysate, luciferase refolding luminescence, 3 h; inhibition, % at 5.6 µM; 0.91% of 290,000 active; AID 1789;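 active means inhibition above the screen-wide mean plus 3 SD, computed separately per campaign, cut at about 16% in these data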;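 further: 0% = DMSO wells and 100% = 60 µM geldanamycin wells; inhibitors lower the luminescence because luciferase stays unfolded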
KLF5 inh = kruppel-like factor 5 inhibition; 0.23% of 290,000 active; AID 1700; DLD-1 KLF5 promoter-luciferase reporter, luminescence; inhibition, % at 5 µM;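 active means inhibition above a per-plate limit of that plate's mean compound inhibition plus 3 SD, cut at about 60% in these data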;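 further: 0% = DMSO wells and 100% = LY294002 at 200 µM; higher means less KLF5 promoter-driven luciferase light; inactives centre near -14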
Active calls of the source: *; . = not tested or not shown. The list is partial. The share of hits here may be higher or lower than overall.

SMILES	GSK3A inh	IEC-6 tox	HSP90 inh	KLF5 inh
O=C(COC(=O)/C=C/c1ccc(OC(F)F)cc1)NC(=O)NC1CCCCC1	-1	.	.	.
CCOC(=O)[C@H]1[C@H]2COc3ccc(Cl)cc3[C@@H]2N2C(=O)c3cc(OC)ccc3NC(=O)[C@@]12C	-4	.	.	.
CCC(C)(C)n1nnnc1C(c1ccc(N(C)C)cc1)N1CCN(C2CCCCC2)CC1 (stereo not drawn)	.	-5	-1	-24
COc1ccc(C2c3c(oc4ccccc4c3=O)C(=O)N2Cc2ccncc2)cc1 (stereo not drawn)	.	-3	-3	-14
O=[N+]([O-])c1ccc(Cl)c(/C=N/N2CCN(C3c4ccccc4-c4ccccc43)CC2)c1	.	1	2	16
Cc1ccc(-c2nnc3c4ccccc4c(C)nn23)cc1NC(=O)c1ccco1	.	-5	-2	-13
CCCc1nc2ccccc2n2cc3c(=O)n(C)c(=O)n(C)c3c12	.	0	5	-4
CC1CCN(CCn2c(=S)[nH]c3ncccc3c2=O)CC1	.	4	0	-27
Cn1c(Cn2c(=O)sc3ccccc32)nnc1SCC(=O)Nc1cccc(F)c1	.	-4	-5	25
COc1cc(C2Oc3ccccc3C=C2[N+](=O)[O-])cc(OC)c1OC (stereo not drawn)	.	6	-5	-12
COc1cccc(CN2CCN(C(=O)c3cccc(F)c3)CC2)c1	.	-5	-4	-9
Cc1c(C(=O)NCCCN2CCOCC2)sc2ncnc(N3CCN(c4ccccc4)CC3)c12	.	-2	-5	-16
O=C(c1ccccc1)c1cc(Cl)ccc1N1C(=O)C=CC1=O	.	-2	-4	-24
O=C(Cn1cc2c(n1)CCCCC2)Nc1ccc(F)cc1F	.	-1	-6	-9
O=c1[nH][nH]c2c(N=Cc3ccccc3O)ccc(F)c12	.	-20	2	-9
CCc1sc(/C=C(/C#N)C(N)=S)cc1[N+](=O)[O-]	.	-7	1	-5
Cc1c(Cl)sn(-c2ccc(Cl)cc2)c1=O	.	-2	-1	-8
COc1ccc(-c2ccc(=O)n(CC(=O)N3CCN(c4ccccc4OC)CC3)n2)cc1	.	-3	-1	-7
CC1CCC(NC(=O)c2cc3c(s2)CS(=O)(=O)C3)CC1 (stereo not drawn)	.	0	1	-29
CCn1c(N2CCN(CC(=O)c3ccc(OC)cc3)CC2)nc2ccccc21	.	4	4	11
CCCOc1ccc(C(=O)CCC(=O)OCC(=O)Nc2cc(C)on2)cc1	.	-1	2	-18
COC(=O)c1[nH]c2cccc(OC)c2c1NC(=O)CCN1CCN(c2cccc(Cl)c2)CC1	.	10	4	16
CS(=O)(=O)N(CC(=O)NCc1ccncc1)Cc1ccc(Cl)cc1	.	0	-2	-11
CN(C)CCN=c1cc(-c2ccccc2)oc2ccc(Cl)cc12	.	-4	-2	-62
Cn1nc(-c2ccc(N3CCOCC3)c(NC(=O)COc3ccccc3)c2)c2ccccc2c1=O	.	-2	-1	-32

The list continues:
SMILES	GSK3A inh	IEC-6 tox	HSP90 inh	KLF5 inh
O=C1CCc2cc(S(=O)(=O)NC(C(=O)NCc3cccnc3)c3ccccc3)ccc2N1 (stereo not drawn)	.	-1	-1	-49
COc1ccc(F)cc1CN1CCN(c2cc(C)nc3c4c(C)cc(C)nc4nn23)CC1	.	2	2	7
CCOc1ccc(-c2nnc3sc(-c4ccccc4OC)nn23)cc1	.	-3	6	0
FC(F)(F)c1ccccc1NC(=S)Nc1cccc2cnccc12	.	-4	1	-22
CCCCC1CCC(C(=O)Nc2c(C)n(C)n(-c3ccccc3)c2=O)CC1 (stereo not drawn)	.	2	2	-19
Cc1cc(SCC(=O)Nc2c(C)n(C)n(-c3ccccc3)c2=O)n2c(nc3ccccc32)c1C#N	.	-4	3	10
CN(C)c1ccc(/C=N/N2C(=N)N(c3ccccc3)C(=S)C2=Nc2ccccc2)cc1	.	5	4	-173
CCOc1cc(NC(=O)c2cnccn2)c(OCC)cc1NC(=O)c1ccc(C)cc1	.	0	-1	-38
CCCn1c2c(c(O)c(C(=O)Nc3ccc(C)cn3)c1=O)CCCC2	.	-9	-1	-27
Cc1ccc(-c2cc(C(=O)NCC3CCCO3)c3ccccc3n2)o1 (stereo not drawn)	.	-6	-1	10
O=C(c1cc2ccccc2cc1OCC(O)CN1CCCCC1)N1CCCCC1 (stereo not drawn)	.	1	-4	15
O=C(OCc1cc(Cl)ccc1OC(F)F)c1cc(S(=O)(=O)O)ccc1O	.	-5	0	-20
COc1ccc(CS(=O)/C(Cl)=C(/Cl)C(=O)Nc2ccc(OC)nc2)cc1 (stereo not drawn)	.	102*	7	100*
CC(C)(C)[Si](OCC[C@@H]1C[C@@]1(C)[C@@H](NP(=O)(c1ccccc1)c1ccccc1)c1ccccc1)(c1ccccc1)c1ccccc1	.	3	-3	24
CN(CCCCCNC(=O)/C=N/O)Cc1ccccc1	.	-2	-8	-26
CCCCCc1nc2ccccc2c(=O)n1NC(=O)c1c(O)c2cccc3c2n(c1=O)CCC3	.	-2	-3	-21
CN(C)c1ccc(-c2nn3c(-c4ccc(Cl)cc4Cl)nnc3s2)cc1	.	2	2	-28
CC1CCc2nc3ccc(S(=O)(=O)N4CCC(C(=O)NC5CCCC5)CC4)cc3c(C(=O)O)c2C1 (stereo not drawn)	.	6	1	16
O=S1(=O)CCC(NC(=S)SCc2ccccc2Br)C1 (stereo not drawn)	.	-6	-1	-17
O=C(CN1CCOCC1)N1CCN(c2ccc3ccccc3n2)CC1	.	-3	-1	-29
N=C1/C(=C\c2ccc(OCc3ccccc3)cc2)C(=O)N=C2SC(N3CCCC3)=NN12	.	-4	4	-36
CC(=O)C(Sc1nc(-c2ccc(F)cc2)nc2c1c(=O)n(C)c(=O)n2C)C(C)=O	.	1	3	1
O=c1cc2oc3cc(O)c(O)cc3c(-c3ccccc3O)c-2cc1O	.	-1	5	-2
CC1CCN(C(=O)c2ccccc2NC(=O)c2cccc(S(=O)(=O)N3CCOCC3)c2)CC1	.	2	1	-16
O=C(COC(=O)c1cc(Br)ccc1Cl)NC1CC1	.	-7	-1	7

Record cards (already shown). Order of screens: GSK3A inh	IEC-6 tox	HSP90 inh	KLF5 inh
CCCCC1CCC(C(=O)Nc2c(C)n(C)n(-c3ccccc3)c2=O)CC1 (stereo not drawn) is entered as .	2	2	-19
FC(F)(F)c1ccccc1NC(=S)Nc1cccc2cnccc12 is entered as .	-4	1	-22
CCCCCc1nc2ccccc2c(=O)n1NC(=O)c1c(O)c2cccc3c2n(c1=O)CCC3 is entered as .	-2	-3	-21
CC1CCc2nc3ccc(S(=O)(=O)N4CCC(C(=O)NC5CCCC5)CC4)cc3c(C(=O)O)c2C1 (stereo not drawn) is entered as .	6	1	16

Additional compounds:
SMILES	GSK3A inh	IEC-6 tox	HSP90 inh	KLF5 inh
COc1cccc(N2CCN(c3ccc(S(=O)(=O)N4CCCC4)cc3)CC2)c1	.	-1	4	-13
N#CC1=C(S)N(c2ccc(F)cc2)C(c2cccs2)NC1=O (stereo not drawn)	.	0	0	4
CC1=NC(=O)C(N=Nc2ccccc2C)N1c1ccccc1 (stereo not drawn)	.	2	1	-28
Cc1c(/C(O)=C2\C(=O)C(=O)N(CCCN(C)C)C2c2ccccc2)cnn1-c1ccccc1 (stereo not drawn)	.	2	42*	-16
Cc1ccc(C2C(C#N)=C(N)SC(N)=C2C#N)cc1	.	0	5	-8
COc1ccc(CNC(=O)CSc2nc3c(c(=O)n(C)c(=O)n3C)n2C)cc1	.	-1	3	4
CC(C)C(NC(=O)C1CCCCC1)C(=O)NC1CCN(Cc2ccccc2)CC1 (stereo not drawn)	.	5	10	-9
Cc1oc2cc3c(C(=O)N4CCN(c5ccccc5)CC4)c(C)oc3cc2c1C(=O)N1CCN(c2ccccc2)CC1	.	-5	-2	9
Cc1nc(N2CCc3ccccc32)[nH]c(=O)c1CCC(C)C	.	11	-3	-2
CCOC(=O)CN(C(=O)CSc1nnc2c(n1)[nH]c1c(C)cc(C)cc12)c1ccccc1	.	4	1	-34
O=C(C1CC1c1ccccc1)N1CCN(c2cccc(Cl)c2)CC1 (stereo not drawn)	.	-3	4	-7
COc1c(C)cccc1C(=O)NC(=S)Nc1ccc2c(c1)Cc1ccccc1-2	.	-1	0	-4
CCN(CC)c1ccc2cc(-c3nnc(-c4ccncc4)o3)c(=O)oc2c1	.	-2	1	-34
COC(=O)c1ccccc1NC(=O)c1cc(-c2ccc(OC)c(OC)c2)on1	.	3	1	3
O=C(CSc1nc2ccccc2n1CCc1ccccc1)c1ccc(O)c(O)c1	.	-2	-2	-16
Cc1ccc2oc3c(c(=O)c2c1)C(c1cccc(Br)c1)N(Cc1ccco1)C3=O (stereo not drawn)	.	7	8	-32
O=C(c1cccc(Cl)c1)N1CCN(Cc2ccncc2)CC1	.	4	2	-4
COc1ccc(/C=C2\C(=O)N(c3nc(-c4ccc(Br)cc4)cs3)N=C2c2ccccc2)cc1	.	-1	3	-22
Cc1[nH]c2ccccc2c1C(=O)CN1CCN(C2CCCCC2)CC1	.	0	-1	-14
O=C(/C=C/c1cccnc1)/C=C/c1cccnc1	.	49*	5	5
COc1ccc(NS(=O)(=O)c2ccc(NC(=O)c3cnn4c(C(F)F)cc(-c5ccc(C)cc5)nc34)cc2)cc1	.	-6	-7	-26
COc1ccc2c(c1)c1ccc3c(c1n2C)C(=O)C=CC3=O	.	6	3	-41
COC(=O)c1ccccc1NC(=O)CSc1nc2c(c(=O)n(C)c(=O)n2C)n1C	.	1	2	-6
CCc1ccc(Nc2nnc(SCC(=O)c3ccc4c(c3)NC(=O)CO4)s2)cc1	.	-3	0	2
CC(C)CCNC(=O)NC(=O)Cn1cc(C(F)(F)F)ccc1=O	.	5	2	-6

Carrying on:
SMILES	GSK3A inh	IEC-6 tox	HSP90 inh	KLF5 inh
O=C1c2ccccc2C(=O)N1c1ccc(-c2nc3ccccc3o2)cc1	.	-2	-5	-9
CCOc1cc(/C=N/Nc2cccc(C(=O)O)c2)ccc1OCC(=O)N1CCCCC1	.	-1	15	-44
Cc1nc(NC2=NCN(CC3CCCO3)CN2)nc2ccccc12 (stereo not drawn)	.	3	3	-18
O=C(CSc1nc(NS(=O)(=O)c2ccccc2)cc(=O)[nH]1)Nc1ccc(Cl)cc1	.	1	-1	-18
Cc1ccc(NC(=O)C(c2ccc(Cl)cc2)N2CCCCC2)cc1 (stereo not drawn)	.	-2	-1	-17
COc1cc(C(=O)Nc2cccc(-c3nc4cc(C)cc(C)c4o3)c2)cc(OC)c1OC	.	-2	-4	18
C/C(CCC(=O)OC[C@H]1O[C@H](C#Cc2ccccc2)C=C[C@@H]1Oc1ccc(C)cc1)=N\O[C@@H](C)CN1CCCCc2nc(C)c(C)cc21	.	-5	-1	-4
CCC(C)(C)NC(=O)CN(C(=O)c1snc(C(N)=O)c1N)c1ccc(OC)c(OC)c1	.	-1	2	-52
Oc1cc2c(cc1O)[C@@H](c1ccccc1)CNCC2	.	-3	0	-40
Clc1ccc(-c2nnc3sc(-c4ccccn4)nn23)cc1	.	-4	2	5
COc1cccc(C2/C(=C(\O)c3ccc4c(c3)OCCO4)C(=O)C(=O)N2CCCN(C)C)c1OC (stereo not drawn)	.	2	4	24
O=C(CCn1c(=S)[nH]c2cc3c(cc2c1=O)OCO3)N1CCN(C2CCCCC2)CC1	.	-3	-4	-13
CC1CCCC(NC(=O)COC(=O)Cc2cn3ccsc3n2)C1C (stereo not drawn)	.	2	3	-10
O=S(=O)(Nc1cccc(CCc2ccccn2)c1)c1ccc2ccccc2c1	.	-3	1	-26
Cc1snc(SCC(=O)c2ccc([N+](=O)[O-])cc2)c1C#N	.	-7	-4	-41
C[C@@H]1NC(=O)[C@H](CCCN=C(N)N)NC(=O)c2cc([N+](=O)[O-])cc(I)c2OCC[C@@H](C(N)=O)NC1=O	.	0	-2	-3
NC(=O)CC[C@@H]1NC(=O)[C@H](Cc2ccccc2)NC(=O)[C@H](Cc2ccc(O)cc2)NC(=O)[C@@H](N)CSSC[C@@H](C(=O)N2CCC[C@H]2C(=O)N[C@@H](CCCN=C(N)N)C(=O)NCC(N)=O)NC(=O)[C@H](CC(N)=O)NC1=O	.	3	-3	-8
CCOC(=O)c1sc(NC(=S)n2cc(C)cn2)c(C(=O)OCC)c1C	.	1	-6	-27
COC(=O)c1cc(OC)c(OC)cc1NC(=O)c1c(C)noc1C	.	-1	-3	-52
N#CCCSc1ccccc1NC(=O)c1ccc(S(=O)(=O)N2CCCC2)cc1	.	-1	-1	3
Cc1ccc(NC(=O)CN2C(=O)N/C(=C/c3cc(C)n(-c4ccc(C(=O)O)cc4)c3C)C2=O)cc1	.	3	-1	-15

An excerpt of these results, with values under each structure.
Each structure is followed by: GSK3A inh	IEC-6 tox	HSP90 inh	KLF5 inh
O=C1c2ccccc2C(=O)N1c1ccc(-c2nc3ccccc3o2)cc1
  .	-2	-5	-9
CCOC(=O)c1sc(NC(=S)n2cc(C)cn2)c(C(=O)OCC)c1C
  .	1	-6	-27
Cc1snc(SCC(=O)c2ccc([N+](=O)[O-])cc2)c1C#N
  .	-7	-4	-41
Oc1cc2c(cc1O)[C@@H](c1ccccc1)CNCC2
  .	-3	0	-40
O=C(CCn1c(=S)[nH]c2cc3c(cc2c1=O)OCO3)N1CCN(C2CCCCC2)CC1
  .	-3	-4	-13
